SIAE primary – human SIAE inhibition, primary screen; Q9HAT2; inhibition, % at 9.66 µM; 370,000 compounds, 0.69% hits; SIAE FP-Rh probe binding, fluorescence polarization;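 active means inhibition above a cutoff: mean of compounds within the control limits plus 3 SD of those, cut at about 17% in these data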;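 further: 0% = plate median of compound wells and 100% = probe without SIAE protein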
TCR CD3 inh – human TCR-CD3 binding inhibition. TAMRA-labeled TCR probe fluorescence, biochemical. inhibition, % at 9.4 µM. 360,000 compounds, 0.37% hits. AID 651800; in the data active means inhibition above about 19%;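 further: recombinant mutant TCR 2C K166C tagged with TAMRA read by polarization; 0% = receptor in buffer alone and 100% = receptor with positive control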
mABHD4 FP – inhibits mouse alpha/beta hydrolase domain 4; purified mABHD4, FP-Rh probe fluorescence polarization; 370,000 compounds, 0.54% hits; Q8VD66; inhibition, % at 8.92 µM;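 active means inhibition exceeding the mean over every tested compound plus 3 SD, cut at about 30% in these data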;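 further: 0% = plate median of compound wells and 100% = S159A mutant with DMSO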
Target sequence (Q8VD66 whole entry, looked up, the tested form may be a part): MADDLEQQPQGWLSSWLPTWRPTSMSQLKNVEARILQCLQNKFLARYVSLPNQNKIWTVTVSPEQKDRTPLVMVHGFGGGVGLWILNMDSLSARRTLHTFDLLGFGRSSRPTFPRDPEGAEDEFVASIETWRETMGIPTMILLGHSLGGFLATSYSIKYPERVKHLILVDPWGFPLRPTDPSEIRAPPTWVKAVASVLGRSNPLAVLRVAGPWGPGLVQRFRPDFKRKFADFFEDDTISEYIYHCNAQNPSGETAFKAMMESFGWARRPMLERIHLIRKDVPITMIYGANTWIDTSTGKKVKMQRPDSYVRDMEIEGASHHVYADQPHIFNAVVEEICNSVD
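Test system: mABHD4 protein; Read-out basis: % inhibition; Incubation: 45 min + 60 min at 25 °C; Repeats: single replicate; Technique: fluorescence polarization with parallel and perpendicular emission, 525/598 nm; Compound: 8.92 µM, single dose; Benchmarks: full inhibition S159A mutant plus DMSO, zero as sample-well median.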
PG9 Ab binder – PG9 antibody binding by small molecule | TR-FRET gp120-PG9 antibody binding | inhibition, % at 6.7 µM | 360,000 compounds, 0.43% hits | AID 624416; in the data active means inhibition above about 8.5%
PRMT1 inh – blocks human protein arginine methyltransferase 1; Q99873; recombinant PRMT1, activity-based probe fluorescence polarization; inhibition, % at 2.79 µM; 370,000 compounds, 1.3% hits; AID 652257;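 active means inhibition above about 21% made by adding two undisclosed values, limit read from the data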
LEDGF integ inh – blocks HIV-1 LEDGF/p75-dependent DNA integration. inhibition, % at 3.7 µM. 370,000 compounds, 0.64% hits. TR-FRET IN-LEDGF/p75 DNA integration, Eu/Cy5;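 active means inhibition above the screen-wide mean plus 3 SD, cut at about 13% in these data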;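 further: signal is the Cy5 over europium emission ratio at 671 and 618 nm; 0% = plate median of compound wells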
Rev-erbA mod – modulators of human Rev-erb alpha DNA binding | P20393 | Rev-erbα–FITC-DNA binding, fluorescence polarization, 90 min | activity, % at 10 µM | 370,000 compounds, 0.79% hits;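 active means activity above about 14%, limit read from the data; passing the limit was not always enough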;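 further: 0% = DMSO wells with 35 nM protein and 100% = DMSO wells with 750 nM protein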
TDP2 inh – blocks human TDP2 phosphodiesterase activity; O95551; recombinant TDP2, T5PNP hydrolysis, p-nitrophenol absorbance 415 nm; inhibition, % at 12.8 µM; 370,000 compounds, 0.34% hits;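 active means inhibition above the mean of all tested compounds plus 3 SD, set per campaign, cut at about 25% in these data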;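 further: 0% = DMSO with enzyme and 100% = buffer with substrate but no TDP2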
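Assay system: Recombinant human TDP2 | Quantity: 120 nM TDP2 per well | Incubation: 2 h at 37 °C | Signal: Epi absorbance | Evaluation: Percent inhibition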
rCAG binder – molecules binding r(CAG) RNA repeats; r(CAG) RNA repeat, TO-PRO-1 dye displacement fluorescence; inhibition, % at 3 µM; 370,000 compounds, 1.3% hits;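 active means inhibition above the plate cutoff, the mean of all test compounds on that plate plus 3 SD, cut at about 35% in these data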;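 further: 0% = DMSO alone and 100% = 100 µM mitoxantrone as full dye displacement; higher means more dye released from RNA so lower well fluorescence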
HTRA1 inh – HTRA1 (human) protease inhibition | Q92743 | recombinant HTRA1, FP-rhodamine activity-based probe, fluorescence polarization | inhibition, % at 5.96 µM | 340,000 compounds, 0.5% hits; in the data active means inhibition above about 36%;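 further: 0% = enzyme with DMSO and 100% = wells lacking enzyme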
Target sequence (Q92743 whole entry, looked up): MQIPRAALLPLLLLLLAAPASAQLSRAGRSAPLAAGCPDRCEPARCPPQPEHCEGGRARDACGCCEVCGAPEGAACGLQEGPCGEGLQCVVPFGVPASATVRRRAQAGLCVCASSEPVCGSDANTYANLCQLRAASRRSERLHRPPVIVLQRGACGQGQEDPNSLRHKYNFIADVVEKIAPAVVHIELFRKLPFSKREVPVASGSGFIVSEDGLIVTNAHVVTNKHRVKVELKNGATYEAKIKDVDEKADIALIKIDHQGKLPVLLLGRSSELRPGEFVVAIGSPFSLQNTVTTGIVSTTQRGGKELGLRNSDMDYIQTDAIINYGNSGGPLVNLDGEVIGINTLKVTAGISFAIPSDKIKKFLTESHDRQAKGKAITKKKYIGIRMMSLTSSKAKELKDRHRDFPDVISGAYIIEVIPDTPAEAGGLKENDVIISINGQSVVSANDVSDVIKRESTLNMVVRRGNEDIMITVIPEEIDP
Active calls of the source: *; nt = no result given; & = joins results of further samples.

SMILES	SIAE primary	TCR CD3 inh	mABHD4 FP	PG9 Ab binder	PRMT1 inh	LEDGF integ inh	Rev-erbA mod	TDP2 inh	rCAG binder	HTRA1 inh
COc1ccc(CC(=O)Cc2ccc(OC)c(OC)c2)cc1OC	1	-7	-1	-0.7	2	-5	-6	-2	4	0
CNc1c([N+](=O)[O-])ncn1C	2	-2	-5	-1.0	-2	2	5	-3	3	2
O=C(Nn1c(O)c(C=C2N=c3ccccc3=N2)sc1=S)c1ccc(Cl)cc1	5	-1	5	1.3	11	0	7	8	13	-3
Cc1ccc(S(=O)(=O)NCCC(=O)OCC(=O)Nc2ccccc2Cl)cc1	5	1	-1	-0.4	-3	10	-3	-2	-2	-13
S=C(NCCc1ccncc1)Nc1cccc2ccccc12	12	6	-1	-1.2	-1	-2	0	7	-3	nt
Cn1cc(-c2csc(C(C)(O)c3cccnc3)n2)cn1 (stereo unspecified)	-1	-6	-4	-0.8	-1	3	0	-6	0	nt
O=C(CN1C(=O)C(=O)N(C2CCCC2)C1=O)Nc1ccccc1OC(F)F	-2	2	-7	-2.5	-4	6	1	6	2	-2
COc1ccc(OCCn2cc(/C(N)=N/O)c3ccccc32)cc1	7	-5	2	0.0	-1	4	nt	-14	3	-11
COc1cc(CN2CCN(C(c3ccccc3)c3ccccc3)CC2)cc(OC)c1OC	-2	2	7	-0.5	4	-2	0	-14	-10	-9
CCCn1nnnc1-c1ccc(Cl)cc1	10	6	2	-1.8	-3	-4	1	7	0	4
COc1ccc(F)cc1C(=O)COC(=O)c1n[nH]c(=O)c2ccccc12	-10	-4	-12	-0.2	4	-2	5	-3	6	-9
COC(=O)/C(=N/Nc1ccccc1Cl)Sc1nnc(C(O)c2ccccc2)n1-c1ccccc1 (stereo unspecified)	5	5	6	-3.8	-1	5	8	-2	4	-5
COC(=O)c1cc(NC(=S)NCc2ccc(Cl)cc2)cc(C(=O)OC)c1	-55	-2	-59	-1.4	1	-1	-4	-5	7	-60
NS(=O)(=O)c1ccc(NC(=O)COC(=O)c2cccc(S(=O)(=O)N3CCCC3)c2)cc1	-5	0	2	-0.8	2	0	1	4	6	3
CC1CCc2c(C(=O)OCC(=O)Nc3cccc(S(=O)(=O)N4CCCCCC4)c3)csc2C1 (stereo unspecified)	-5	32*	-21	-2.3	0	-4	6	-9	11	-25
COc1cc2c(c(OC)c1OC)CC(=O)N(C)CC2	-1	4	2	-1.7	3	1	3	0	1	14
Cc1cc(C)c2c(N)c(C(=O)Nc3ccccc3Br)sc2n1	-8	-9	2	9.1*	3	10	38*	-8	14	-2
C[C@@H](CO)NC(=O)c1ccc2c3n(nc2c1)-c1ccc(Cl)cc1CO3	-4	0	0	-0.4	4	4	-1	-1	6	1
CC(C)(CNS(C)(=O)=O)SCc1ccc(Cl)cc1	2	-9	-6	-0.9	0	1	-3	3	2	3
COc1cc(/C=C(\C#N)c2nc3ccccc3o2)ccc1O	-12	-12	-4	-7.3	-27	4	43*	-17	1	-8

Structures listed so far that contain fluorine (two):
SMILES	SIAE primary	TCR CD3 inh	mABHD4 FP	PG9 Ab binder	PRMT1 inh	LEDGF integ inh	Rev-erbA mod	TDP2 inh	rCAG binder	HTRA1 inh
O=C(CN1C(=O)C(=O)N(C2CCCC2)C1=O)Nc1ccccc1OC(F)F	-2	2	-7	-2.5	-4	6	1	6	2	-2
COc1ccc(F)cc1C(=O)COC(=O)c1n[nH]c(=O)c2ccccc12	-10	-4	-12	-0.2	4	-2	5	-3	6	-9

The listing continues:
SMILES	SIAE primary	TCR CD3 inh	mABHD4 FP	PG9 Ab binder	PRMT1 inh	LEDGF integ inh	Rev-erbA mod	TDP2 inh	rCAG binder	HTRA1 inh
COc1ccc(C(CC(=O)c2ccccc2)CC(=O)c2ccccc2)cc1OC	-2	-6	-7	1.1	-3	0	-1	6	2	-12
COc1ccc(C)cc1NC(=O)CCNS(=O)(=O)c1ccc2c(c1)CCC(=O)N2	-6	-1	-1	0.2	-3	-2	7	-11	1	3
CCOc1ccccc1CNC(=O)c1ccc2nc(N3CCOCC3)sc2c1	0	-2	2	-0.5	4	1	-8	5	0	-18
CC(C(=O)NCc1ccco1)n1cc(C(=O)c2ccco2)c2ccccc21 (stereo unspecified)	-1	-1	6	1.1	-3	0	-6	7	2	-2
Cc1ccc(Nc2ncccc2C(=O)NCc2cccs2)c(C)c1	8	3	-3	-0.6	1	1	1	3	0	-19
COc1ccccc1NC(=O)Nc1nc(CC(=O)Nc2ccc(OC)c(OC)c2)cs1	12	9	3	0.2	-3	3	1	7	12	-10
CCN1C(=O)C(CC(=O)Nc2ccc(Br)cc2)N(CCCc2ccccc2)C1=S (stereo unspecified)	-57	-3	-57	-0.2	2	0	0	-2	11	-81
O=C(C1=C[C@H](C2CC2)C[C@H](OCc2ccc(CO)cc2)O1)N1CCOCC1	-3	9	0	-1.3	0	0	-1	8	-5	-3
Cc1nnc(N(C)C(=O)c2cccnc2)s1	1	3	2	1.3	2	1	1	9	0	5
O=C1C2CCCN2C(c2cccc(F)c2)N1c1cccc(Cl)c1 (stereo unspecified)	3	5	-1	0.6	0	-1	-6	5	-4	0
COc1cc(NS(=O)(=O)c2c(C(=O)N3CCOCC3)c(C)n(C)c2C)cc(OC)c1OC	0	-9	4	0.8	1	1	1	4	-5	2
CCCCOC(=O)c1ccc(O)cc1	2	2	-2	0.1	4	-5	2&-4	3	2	1
O=C(/C=C/c1ccccc1)NCCSc1ccc(Cl)cc1	9	7	-8	-0.5	5	0	-4	2	4	-34
O=C(O)c1cccc2c1C(=O)c1ccccc1-2	-3	1	-1	-1.2	-3	5	1	-6	2	1
CCOC(=O)C1C(=O)NC(C)C1c1ccccc1 (stereo unspecified)	3	10	1	1.3	1	-1	2	-1	-2	0
O=C(CNC(=O)c1ccccc1)Oc1cccc(Cl)c1	-10	5	-1	0.6	-1	2	2	-4	1	nt
Cc1ccc(NC(=O)CCCn2nc(C)c3c(C)n(-c4ccccc4)nc3c2=O)cc1C	1	-7	4	-1.3	0	1	1	1	-2	-6
O=[N+]([O-])c1ccc2c(c1)CO[C@@]21O[C@H](CCO)C[C@H](O)[C@H]1O	-2	3	0	-1.5	-1	0	-3	4	1	nt
COc1ccc(N2CCN(C(CNC(=O)C3CCCCC3)c3ccco3)CC2)cc1 (stereo unspecified)	9	-2	4	-0.1	2	-4	5	16	-12	-3
CCOCCCN(C)C1CCN(C(=O)c2oc3ccccc3c2NC(=O)COc2ccc(F)cc2)CC1	3	-6	-6	1.5	3	0	11	-13	-8	-4
Cn1cnc([N+](=O)[O-])c1S(=O)(=O)Oc1ccccc1	3	-5	6	3.1	14	-2	-3	0	0	4
COc1ccc(-c2csc3nc[nH]c(=O)c23)cc1	-7	-1	-2	-1.9	-3	7	-8	-9	-4	3
NC(=O)CN(N=Nc1cccc([N+](=O)[O-])c1)c1cccc([N+](=O)[O-])c1	3	7	4	2.1	-3	1	1	8	2	0
O=C(Nc1ccc(N2CCCC2)cc1)c1cccc(Cl)c1Cl	12	-6	3	-0.8	0	-2	-6	3	-3	6
O=C(/C=C(\Nc1cccc(C(F)(F)F)c1)c1ccccc1)c1ccccc1	-3	1	-5	-2.2	-3	2	-5	-8	4	nt
COc1ccccc1NC(=O)CSc1nnc(Cc2cccn2C)n1CCc1ccccc1	3	3	-5	-1.0	4	-1	4	14	-4	-13
OC1(C(F)(F)F)CC(O)(C(F)(F)F)n2nc(-c3ccccc3)cc2N1 (stereo unspecified)	-8	6	-3	0.6	-1	-1	-1	-1	1	-3
CN(C)CCN(C(=O)c1ccc(S(=O)(=O)N(C)C)cc1)c1nc2cc3c(cc2s1)OCCO3	5	8	-3	-1.7	1	-2	7	-9	2	-1
CCOC(=O)Nc1ccc(=O)n(Cc2c(Cl)cccc2Cl)c1	4	3	11	-0.8	16	3	-4	0	0	2
COc1ccc(CCC2(C)NC(=O)N(C(C)C(=O)N3c4ccccc4CC3C)C2=O)cc1 (stereo unspecified)	-1	6	1	0.6	3	2	0	-1	-2	0
O=S1(=O)CC(N2CCC(c3ccccc3)CC2)CN1Cc1ccc(F)cc1 (stereo unspecified)	-1	-7	2	-0.6	4	-2	-1	3	0	nt
COc1ccccc1NC(=O)c1ccc(NC(=O)c2ccco2)cc1	-2	-1	-1	0.1	2	4	-4	-2	-1	-9
O=C1Nc2ccccc2N(C(=O)c2ccc3ccccc3c2)C1c1nc2ccccc2[nH]1 (stereo unspecified)	-1	1	-1	-0.7	6	-1	5	-20	9	nt
COc1ccc(-c2noc(-c3ccc4c(c3)OCO4)n2)cc1	-1	-3	-2	-0.2	0	1	35*	-10	4	-2
CC(NC(=O)COC(=O)c1cc([N+](=O)[O-])ccc1N1CCOCC1)c1ccccc1 (stereo unspecified)	-3	5	1	-1.1	-3	-3	-1	4	-6	2
CCC(C(=O)OCn1nnc2ccccc2c1=O)c1ccccc1 (stereo unspecified)	-9	6	-1	0.6	0	-2	1	-1	-3	-8
COC(=O)c1cc(NS(=O)(=O)c2ccc(C(C)C)cc2)ccc1N1CCOCC1	-4	-5	1	-0.6	1	-5	-5	-1	-4	3
CNC(=S)Nc1ccc(C(N)=O)cc1	1	10	-4	-1.6	-3	3	-4	8	0	0
O=C(c1ccccc1Oc1ccc(C(F)(F)F)cc1[N+](=O)[O-])N1CCOCC1	7	-1	3	0.9	-2	2	0	2	-5	0
Brc1ccc(-c2csc(/N=C/N3CCCC3)n2)cc1	-2	-1	5	-1.9	-1	-2	4	-11	-2	-3
COc1ccc(-n2c(CN3CCC(C)CC3)nc3ccc([N+](=O)[O-])cc3c2=O)c(OC)c1	4	7	-1	0.5	0	2	-5	-1	8	0
COc1ccc(-c2nn(-c3ccccc3)cc2C(=O)N2CCN(S(=O)(=O)c3cccc(F)c3)CC2)cc1	-3	-2	1	-0.7	6	-2	5	-5	1	-25
Cc1[nH]c(=S)c(C#N)c(C)c1C(=O)Nc1ccccc1	1	1	10	0.8	33*	-3	2	5	8	2
Cc1ccc(CC(=O)OCCNC(=O)c2cccnc2)cc1	-2	-3	-6	1.5	-2	1	3	0	-3	2
CC(=O)Nc1nnc(SCC(=O)N2C(C)CCCC2C)s1 (stereo unspecified)	3	-5	-6	-0.4	5	-5	-1	-7	-2	2
CC(=O)N1CCN(C(=O)c2cc(-c3ccc(Cl)s3)nc3ccccc23)CC1	-6	-5	0	3.3	3	-2	3	0	2	0
O=C(Nc1ccc2c(c1)OCCO2)C1CCN(C(=O)c2ccc(Cl)cc2)CC1	-5	-3	3	-1.6	-3	-2	5	10	-6	3
Cn1nc(C(=O)OCC(=O)Nc2ccccc2[N+](=O)[O-])c2ccccc2c1=O	1	10	4	2.0	-4	2	-26	6	3	-1
O=C(O)C1CCCN1C1=NS(=O)(=O)c2ccccc21 (stereo unspecified)	-4	-2	-1	-1.6	-2	-2	-2	6	3	-4
CC(C)(C)NC(=O)Cn1c(SCC(=O)NC2CC2)nc2ccccc21	-4	-2	0	-1.2	2	-4	6	-5	-2	7

Entries listed so far marked active in PRMT1 inh.
SMILES | SIAE primary | TCR CD3 inh | mABHD4 FP | PG9 Ab binder | PRMT1 inh | LEDGF integ inh | Rev-erbA mod | TDP2 inh | HTRA1 inh
Cc1[nH]c(=S)c(C#N)c(C)c1C(=O)Nc1ccccc1 | 1 | 1 | 10 | 0.8 | 33* | -3 | 2 | 5 | 2

The list is partial; count on the stated rates, not on these rows.
